IDE cell inh = inhibits human insulin-degrading enzyme in HEK cells; hit rate 0.41% among 320,000; P14735; inhibition, % at 5.59 µM; FAbetaB cleavage, fluorescence polarization;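 active = percent inhibition above the average of all tested compounds plus 3 SD, set per screening campaign, cut at about 16% in these data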;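 also: IDE supplied by intact live HEK cells; FP after avidin binding of uncleaved biotin substrate so inhibition keeps polarization high; 0% = DMSO wells and 100% = 60 µM reference IDE inhibitor Ii1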
Target sequence (P14735 whole entry, looked up): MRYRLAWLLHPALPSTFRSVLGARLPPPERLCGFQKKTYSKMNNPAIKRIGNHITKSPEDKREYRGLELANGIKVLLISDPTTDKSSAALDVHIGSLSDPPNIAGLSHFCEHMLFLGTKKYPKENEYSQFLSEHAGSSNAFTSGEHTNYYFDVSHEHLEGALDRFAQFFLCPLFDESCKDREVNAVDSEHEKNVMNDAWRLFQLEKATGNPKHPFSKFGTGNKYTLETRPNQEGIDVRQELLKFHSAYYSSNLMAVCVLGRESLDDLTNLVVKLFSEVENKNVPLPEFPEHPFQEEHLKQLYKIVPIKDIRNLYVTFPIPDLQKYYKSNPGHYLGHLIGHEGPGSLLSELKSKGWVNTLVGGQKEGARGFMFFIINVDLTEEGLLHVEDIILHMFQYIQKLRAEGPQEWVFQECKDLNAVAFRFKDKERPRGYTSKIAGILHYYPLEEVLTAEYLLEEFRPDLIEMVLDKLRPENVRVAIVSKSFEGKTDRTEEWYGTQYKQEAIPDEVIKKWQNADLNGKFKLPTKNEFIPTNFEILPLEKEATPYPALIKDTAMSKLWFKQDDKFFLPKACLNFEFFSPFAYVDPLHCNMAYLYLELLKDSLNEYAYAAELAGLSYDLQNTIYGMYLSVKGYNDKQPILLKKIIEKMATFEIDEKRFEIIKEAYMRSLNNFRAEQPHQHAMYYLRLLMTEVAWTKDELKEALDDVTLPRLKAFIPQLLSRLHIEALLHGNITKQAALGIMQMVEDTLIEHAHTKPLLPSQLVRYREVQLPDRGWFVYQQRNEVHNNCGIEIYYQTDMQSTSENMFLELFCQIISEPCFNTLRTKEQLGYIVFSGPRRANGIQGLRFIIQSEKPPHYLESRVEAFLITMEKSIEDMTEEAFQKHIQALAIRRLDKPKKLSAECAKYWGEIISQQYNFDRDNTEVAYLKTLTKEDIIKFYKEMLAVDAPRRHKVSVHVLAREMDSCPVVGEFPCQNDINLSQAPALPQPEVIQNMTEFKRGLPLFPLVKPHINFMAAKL
IDE act = boosts human insulin-degrading enzyme activity in HEK cells; hit rate 0.073% among 340,000; FAbeta-B cleavage, fluorescence polarization; 0% vehicle, 100% cell-free pure enzyme wells; P14735; AID 493087; activation, % at 5.96 µM;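 active = activation above the mean of all tested compounds plus 3 SD, set per screening campaign, cut at about 17% in these data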
VIM-2 inhibitor = inhibitors of Pseudomonas aeruginosa VIM-2 metallo-beta-lactamase | AID 1527 | purified VIM-2, nitrocefin hydrolysis, epi-absorbance fluorescence | inhibition, % at 5.6 µM | hit rate 0.89% among 290,000;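 active = inhibition above the mean of all tested compounds plus 3 SD, cutoff set per screening run, cut at about 7.5% in these data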;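 also: red hydrolysis product quenches plate fluorescence so inhibitors raise well fluorescence; 0% = enzyme with DMSO and 100% = DMSO without enzyme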
HCV NS3 hel inh = blocks Hepatitis C virus NS3 helicase unwinding. NS3 helicase DNA unwinding, Cy5 molecular beacon fluorescence. inhibition, % at 10.9 µM. hit rate 0.56% among 290,000;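 active = inhibition above the mean of all tested compounds plus 3 SD, set per campaign, cut at about 35% in these data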;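 also: 0% = DMSO wells and 100% = thioflavine S control wells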
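Assay system – hepatitis C virus NS3 helicase domain fragment enzyme · Buffer or medium – MOPS pH 6.5, MgCl2, DTT, Tween20, BSA · Reagent – Cy5/quencher beacon DNA duplex and ATP to start · Compound – single 10.9 µM dose · Timing – 1 h at 25 °C · Technique – Cy5 beacon fluorescence read at start and 1 h · Measure – % inhibition of unwinding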
CRFR2-BP antag = antagonists of CRF-binding protein/CRF-R2 receptor complex; hit rate 0.59% among 350,000; HEK293 CRF-R2/CRF-BP, CRF-induced calcium fluorescence; inhibition, % at 11.8 µM;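 active = inhibition of the ligand-induced calcium signal above about 50% at the single tested concentration, limit read from the data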
IMP-1 inh = blocks Pseudomonas aeruginosa IMP-1 metallo-beta-lactamase | AID 1556 | inhibition, % at 5.6 µM | purified IMP-1, nitrocefin hydrolysis, epi-absorbance fluorescence | hit rate 0.45% among 290,000;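 active = inhibition above the mean plus 3 SD of all compounds in the same screening run, cut at about 4.5% in these data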;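 also: 0% = IMP-1 with DMSO and 100% = DMSO wells lacking enzyme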
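Test system: recombinant IMP-1 enzyme, purified / Medium: HEPES buffer pH 7.1 with ZnSO4 and Brij 35 / Doses: single dose, 5.6 µM / Times: 25 °C, 15 min preincubation, 25 min reaction / Detection: Epi-absorbance via hydrolysed-nitrocefin quenching of white-plate fluorescence, 480/530 nm, EDTA stop / Evaluation: percent inhibition from optical density relative to buffer-blank wells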
UBC9 SUMO inh = inhibitors of human SUMOylation (UBC9); P63279; HTRF SUMOylation assay, SAE1/SAE2 + UBC9, in vitro; inhibition, % at 35 µM; hit rate 0.36% among 290,000; AID 2006; in the data active = inhibition above about 50%, passing the limit was not always enough; also: strong numbers were not always called active
p-CIP stab down = compounds decreasing mouse p/CIP protein stability; Q05BA5; F442A p/CIP-EGFP cells, EGFP fluorescence, 16 h; decrease of EGFP signal, % at 10 µM; hit rate 0.01% among 290,000;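 active = EGFP signal decrease of at least 30% at 10 µM or well 3 SD below plate mean, unless failing retest; inactive = the rest, including hits failing retest or dose response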; also: some compounds called inactive have numbers as strong as hits; many of its hits are not listed in these tables
GalR3 antag = antagonists of human GalR3; O60755; HEK293 GalR3-CNG cAMP membrane potential fluorescence; galR3 body fused to GalR1 C-terminus; inhibition, % at 3 µM; hit rate 0.44% among 360,000; AID 651719;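 active = inhibition above the screen-wide average plus 3 SD, cut at about 13% in these data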;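 also: forskolin and galanin both at EC90 stimulate the cells; cAMP rise reported by CNG channel membrane potential dye signal; 0% = forskolin plus galanin with DMSO and 100% = forskolin alone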
* hit, by the source's call.

How did O=C(CCc1nnc(CCCCc2ccccc2)o1)NCCN1CCCCC1=O do in these assays?
IDE cell inh: 1; IDE act: 8; VIM-2 inhibitor: -2.4; HCV NS3 hel inh: 7; CRFR2-BP antag: 9; IMP-1 inh: -4.6; UBC9 SUMO inh: 1; p-CIP stab down: -14; GalR3 antag: -3

Results for CCCCN=C1SC(C(=O)Nc2sc3c(c2C(=O)OC)CCC3)C(N)=C1C(=O)N1CCOCC1 (centres undefined) ?
IDE cell inh: 6; IDE act: 6; CRFR2-BP antag: -8; GalR3 antag: -7

Results for O=C1CCCc2c1cc(-c1ccccc1)n2-c1ccccc1 ?
IDE cell inh: 3; IDE act: 4; VIM-2 inhibitor: -3.0; HCV NS3 hel inh: 4; CRFR2-BP antag: -14; IMP-1 inh: -0.9; UBC9 SUMO inh: -2; p-CIP stab down: -5; GalR3 antag: -10

What do the screens show for `C[C@@]12CCC3[C@@](CCC4[C@@]3(C)CCC[C@@]4(C)C(=O)N3CCOCC3)(CC1=O)C2` (some centres undefined)?
IDE cell inh: 4; IDE act: 5; CRFR2-BP antag: -2; GalR3 antag: -4

Results for COc1ccc(CNC(=O)CN(C(=O)c2csnn2)c2ccc(C(C)=O)cc2)cc1 ?
IDE cell inh: -5; IDE act: 4; VIM-2 inhibitor: -1.2; HCV NS3 hel inh: 4; CRFR2-BP antag: 7; IMP-1 inh: -2.2; UBC9 SUMO inh: 4; p-CIP stab down: -14; GalR3 antag: -10

How did Cc1cccc(-n2cnc3c(c2=O)c2nc4ccccc4nc2n3Cc2ccco2)c1 do in these assays?
IDE cell inh: 2; IDE act: -4; CRFR2-BP antag: 21; UBC9 SUMO inh: 33; p-CIP stab down: -9; GalR3 antag: 2

What do the screens show for `O=C(N/N=C/c1ccc(F)cc1)c1ccccc1`?
IDE cell inh: 3; IDE act: 2; VIM-2 inhibitor: -3.1; HCV NS3 hel inh: 1; CRFR2-BP antag: 3; IMP-1 inh: -1.4; UBC9 SUMO inh: 14; p-CIP stab down: 7; GalR3 antag: -7

What do the screens show for `CC(=O)c1c(C)n([O-])c2cc(F)c(F)cc2[n+]1=O`?
IDE cell inh: 8; IDE act: 5; VIM-2 inhibitor: -0.2; HCV NS3 hel inh: 8; CRFR2-BP antag: -2; IMP-1 inh: -2.0; UBC9 SUMO inh: 1; p-CIP stab down: 7; GalR3 antag: -2

Results for C/C(CC(=O)NC1C2CC3CC(C2)CC1C3)=N\NC(=O)Cc1cccs1 (centres undefined) ?
IDE cell inh: -5; IDE act: 4; VIM-2 inhibitor: -4.5; HCV NS3 hel inh: 6; CRFR2-BP antag: 0; IMP-1 inh: -3.9; UBC9 SUMO inh: 2; p-CIP stab down: -3; GalR3 antag: -5

How did O=C(NNC(=O)C1CC(c2cccnc2)=NO1)Nc1cccc(F)c1 (centres undefined) do in these assays?
IDE cell inh: -4; IDE act: -3; VIM-2 inhibitor: 2.2; HCV NS3 hel inh: -4; CRFR2-BP antag: -9; IMP-1 inh: -0.6; UBC9 SUMO inh: -21; p-CIP stab down: 4; GalR3 antag: 4

What do the screens show for `COc1cc(/C=N/NC(=O)c2sc3ccccc3c2Cl)ccc1OC(=O)c1ccc([N+](=O)[O-])cc1`?
IDE cell inh: 3; IDE act: -7; VIM-2 inhibitor: -2.5; HCV NS3 hel inh: 7; CRFR2-BP antag: -9; IMP-1 inh: -2.4; UBC9 SUMO inh: -1; p-CIP stab down: -4; GalR3 antag: -3

How did COC(=O)c1c(Cc2ccccc2Cl)c[nH]c1C do in these assays?
IDE cell inh: -2; IDE act: 2; VIM-2 inhibitor: -3.1; HCV NS3 hel inh: -1; CRFR2-BP antag: 8; IMP-1 inh: -3.9; UBC9 SUMO inh: -12; p-CIP stab down: 4; GalR3 antag: -5

Results for COc1cc(CC(=O)N2CCc3ccccc32)cc(OC)c1OC ?
IDE cell inh: 4; IDE act: -1; VIM-2 inhibitor: -2.4; HCV NS3 hel inh: -1; CRFR2-BP antag: -5; IMP-1 inh: -2.3; UBC9 SUMO inh: 12; p-CIP stab down: -50; GalR3 antag: -8

What do the screens show for `Cc1cc(C)n2nc(C(=O)OCC(=O)N3CCC3)nc2n1`?
IDE cell inh: 3; IDE act: 1; VIM-2 inhibitor: 0.3; HCV NS3 hel inh: -4; CRFR2-BP antag: 11; IMP-1 inh: -0.3; UBC9 SUMO inh: 14; p-CIP stab down: -10; GalR3 antag: -5

How did CCOc1ccc2ccccc2c1C(=O)N1CCOCC1 do in these assays?
IDE cell inh: 2; IDE act: -1; VIM-2 inhibitor: 0.6; HCV NS3 hel inh: -6; CRFR2-BP antag: 17; IMP-1 inh: -0.3; UBC9 SUMO inh: -11; p-CIP stab down: -31; GalR3 antag: 3

Results for CN(C)c1ccc(NC(=S)NCC2CCCO2)cc1 (centres undefined) ?
IDE cell inh: 6; IDE act: -2; VIM-2 inhibitor: -2.4; HCV NS3 hel inh: 11; CRFR2-BP antag: 7; IMP-1 inh: -3.6; UBC9 SUMO inh: -5; p-CIP stab down: -3; GalR3 antag: 1

What do the screens show for `COc1ccc(CCNC(=O)CSc2nncs2)cc1`?
IDE cell inh: 0; IDE act: 4; VIM-2 inhibitor: -0.2; HCV NS3 hel inh: -1; CRFR2-BP antag: -14; IMP-1 inh: -4.4; UBC9 SUMO inh: 1; p-CIP stab down: -13; GalR3 antag: 1

What do the screens show for `Cc1ccc(CN2CCNC(=O)C2CC(=O)NC2CCCCCC2)o1` (centres undefined)?
IDE cell inh: 0; IDE act: 3; VIM-2 inhibitor: -1.5; HCV NS3 hel inh: 2; CRFR2-BP antag: 3; IMP-1 inh: -2.0; UBC9 SUMO inh: 16; p-CIP stab down: 15; GalR3 antag: -4

Results for O=C(Nc1nc(-c2ccccc2)cs1)NC1CCCCC1 ?
IDE cell inh: 2; IDE act: 7; VIM-2 inhibitor: -0.5; HCV NS3 hel inh: -5; CRFR2-BP antag: -11; IMP-1 inh: -2.4; UBC9 SUMO inh: -12; p-CIP stab down: -6; GalR3 antag: -6

How did O=C(CCC1CCCN(C(=O)COc2ccccc2)C1)N1CCN(c2ccccn2)CC1 (centres undefined) do in these assays?
IDE cell inh: 1; IDE act: 3; VIM-2 inhibitor: -1.1; HCV NS3 hel inh: -2; CRFR2-BP antag: -5; IMP-1 inh: -3.3; UBC9 SUMO inh: 2; p-CIP stab down: -1; GalR3 antag: -8

Results for Cc1ccn2c(c1)nc(=S)n2C(=O)c1ccco1 ?
IDE cell inh: 8; VIM-2 inhibitor: -1.2; HCV NS3 hel inh: -8; IMP-1 inh: -3.0; UBC9 SUMO inh: 0; p-CIP stab down: -7

What do the screens show for `COc1cc2ccc(=O)oc2c(CC=C(C)C)c1OC`?
IDE cell inh: 1; IDE act: 0; CRFR2-BP antag: 8; UBC9 SUMO inh: -18; p-CIP stab down: -5; GalR3 antag: 5

How did CC(C)OCCCNC(=O)CN1C(=O)c2cccc3cccc1c23 do in these assays?
IDE cell inh: 8; IDE act: 4; VIM-2 inhibitor: -2.1; HCV NS3 hel inh: 7; CRFR2-BP antag: -3; IMP-1 inh: -2.3; UBC9 SUMO inh: 22; p-CIP stab down: 17; GalR3 antag: -9

How did COc1ccc(C(=O)/C=C2\NCC3c4ccccc4CCN3C2=O)cc1 (centres undefined) do in these assays?
IDE cell inh: 9; IDE act: 6; VIM-2 inhibitor: 0.0; HCV NS3 hel inh: -1; CRFR2-BP antag: -43; IMP-1 inh: -3.2; UBC9 SUMO inh: 11; p-CIP stab down: -3; GalR3 antag: -6

Results for CC(C)CC(=O)Nc1ccc(C(=O)NNC(=S)NC(=O)C2CCCCC2)cc1 ?
IDE cell inh: -2; IDE act: 6; VIM-2 inhibitor: 0.2; HCV NS3 hel inh: -3; CRFR2-BP antag: 5; IMP-1 inh: -3.2; UBC9 SUMO inh: -102; p-CIP stab down: -9; GalR3 antag: -6

How did CCCCNc1cc(C)nc(NCc2ccccc2)n1 do in these assays?
IDE cell inh: 6; IDE act: 4; VIM-2 inhibitor: -1.3; HCV NS3 hel inh: -71; CRFR2-BP antag: -34; IMP-1 inh: -2.6; UBC9 SUMO inh: -10; p-CIP stab down: -22

How did COc1cc(/C=C2\SC(=O)NC2=O)ccc1Oc1cnccn1 do in these assays?
IDE cell inh: 5; IDE act: 5; VIM-2 inhibitor: -2.6; HCV NS3 hel inh: 15; CRFR2-BP antag: 15; IMP-1 inh: -3.1; UBC9 SUMO inh: 19; p-CIP stab down: -3; GalR3 antag: -3

What do the screens show for `O=C(CCl)N(CCc1ccccc1)CCc1ccccc1`?
IDE cell inh: -3; IDE act: 13; VIM-2 inhibitor: -2.5; HCV NS3 hel inh: 1; CRFR2-BP antag: 37; IMP-1 inh: -2.4; UBC9 SUMO inh: 17; p-CIP stab down: -6; GalR3 antag: -8

How did O=C(NCCO)C1CCN(S(=O)(=O)c2ccc(F)cc2)CC1 do in these assays?
IDE cell inh: -4; IDE act: -4; VIM-2 inhibitor: -2.2; HCV NS3 hel inh: 0; CRFR2-BP antag: 17; IMP-1 inh: -0.6; UBC9 SUMO inh: 6; p-CIP stab down: -2; GalR3 antag: -4

Results for C[C@H](NC(=O)c1ccccc1Cl)C(=O)OC(C(=O)Nc1cc(C(F)(F)F)ccc1Cl)c1ccccc1 (some centres undefined) ?
IDE cell inh: 3; IDE act: 7; VIM-2 inhibitor: -0.6; HCV NS3 hel inh: -2; CRFR2-BP antag: -14; IMP-1 inh: -4.8; UBC9 SUMO inh: -22; p-CIP stab down: 4; GalR3 antag: -2

How did O=C(CCC(=O)c1cccs1)NNC(=O)c1ccc(Cl)cc1 do in these assays?
IDE cell inh: 2; IDE act: 1; CRFR2-BP antag: -3; GalR3 antag: -5

What do the screens show for `CCCn1c(SCC(=O)NCCc2ccccc2)nnc1-c1ccccn1`?
IDE cell inh: 6; IDE act: 4; VIM-2 inhibitor: -2.2; HCV NS3 hel inh: 2; CRFR2-BP antag: 12; IMP-1 inh: 1.6; UBC9 SUMO inh: 3; p-CIP stab down: -9; GalR3 antag: 1

What do the screens show for `CCC1(c2ccccc2)NC(=O)N(CC(=O)N(C)Cc2c(F)cccc2Cl)C1=O` (centres undefined)?
IDE cell inh: -4; IDE act: 4; VIM-2 inhibitor: -1.2; HCV NS3 hel inh: 9; CRFR2-BP antag: -2; IMP-1 inh: -1.5; UBC9 SUMO inh: 5; p-CIP stab down: -12; GalR3 antag: -6

What do the screens show for `Cc1cnc(NC(=O)c2cc3c(C)nn(-c4ccccc4)c3s2)s1`?
IDE cell inh: -4; IDE act: 1; VIM-2 inhibitor: -1.9; HCV NS3 hel inh: 1; CRFR2-BP antag: -59; IMP-1 inh: -3.4; UBC9 SUMO inh: 23; p-CIP stab down: 4; GalR3 antag: -11

High-throughput results deposited in PubChem by several laboratories.
